# High-throughput results deposited in PubChem BioAssay by several laboratories.
# DTT redox prof: compounds producing H2O2 with reducing agent – biochemical, NIH compound library profiling, artefact control for MLSCN library redox annotation, primary screen; actives 0.03% (n = 200,000); activation, % at 10 µM; DTT-dependent redox cycling H2O2, phenol red/HRP absorbance; 100% = 100 µM peroxide control, 0% = buffer;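 active = activation of at least 50% relative to the plate's high and low controls in the primary single-dose screen; inactive = activation below 50%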;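 also: compound incubated with DTT at 0.8 mM final as the reducing agent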
# STAT1 inh: inhibitors of IFN-gamma induced STAT1 signaling | NIH 3T3 STAT1-luciferase reporter, luminescence | inhibition, % at 5.5 µM | actives 0.35% (n = 200,000) | AID 920;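 active = inhibition above a set limit, the mean inhibition across all tested compounds plus 3 SD, cut at about 34% in these data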;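 also: 0% = IFN-gamma with DMSO and 100% = IFN-gamma with 300 µM nifuroxazide; values of inactives mirror those of a sister screen read the other way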
# STAT3 blocker: STAT3 signaling inhibition; inhibition, % at 5.5 µM; AID 862; actives 0.89% (n = 190,000); U3A cells, IL-6 STAT3-luciferase reporter, luminescence; host cell line lacks STAT1;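 active = inhibition above the mean inhibition across all screened compounds plus 3 SD, cut at about 44% in these data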;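 also: 0% = DMSO only wells and 100% = 100 µM nifuroxazide control wells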
# APP 5'UTR act: APP 5'UTR luciferase reporter activation. SH-SY5Y APP 5'UTR luciferase reporter, luminescence; zero percent = DMSO vehicle wells. actives 1% (n = 190,000). AID 1276. activation, % at 2 µM;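 active = activation above a set limit, based on mean plus 3 SD of controls, cut at about 140% in these data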; also: values of inactives mirror those of a sister screen read the other way
# TLR4-MyD88 BLA: blocks binding of human TLR4 to MyD88 | O00206+Q99836 | HeLa CL3-4 TLR4/MyD88 BLA complementation, FRET ratio | inhibition, % at 8.4 µM | actives 0.18% (n = 200,000) | AID 861; in the data active = inhibition above about 25%;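 also: 0% = vehicle and 100% = reference inhibitor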
# Target sequence (O00206 whole entry, looked up): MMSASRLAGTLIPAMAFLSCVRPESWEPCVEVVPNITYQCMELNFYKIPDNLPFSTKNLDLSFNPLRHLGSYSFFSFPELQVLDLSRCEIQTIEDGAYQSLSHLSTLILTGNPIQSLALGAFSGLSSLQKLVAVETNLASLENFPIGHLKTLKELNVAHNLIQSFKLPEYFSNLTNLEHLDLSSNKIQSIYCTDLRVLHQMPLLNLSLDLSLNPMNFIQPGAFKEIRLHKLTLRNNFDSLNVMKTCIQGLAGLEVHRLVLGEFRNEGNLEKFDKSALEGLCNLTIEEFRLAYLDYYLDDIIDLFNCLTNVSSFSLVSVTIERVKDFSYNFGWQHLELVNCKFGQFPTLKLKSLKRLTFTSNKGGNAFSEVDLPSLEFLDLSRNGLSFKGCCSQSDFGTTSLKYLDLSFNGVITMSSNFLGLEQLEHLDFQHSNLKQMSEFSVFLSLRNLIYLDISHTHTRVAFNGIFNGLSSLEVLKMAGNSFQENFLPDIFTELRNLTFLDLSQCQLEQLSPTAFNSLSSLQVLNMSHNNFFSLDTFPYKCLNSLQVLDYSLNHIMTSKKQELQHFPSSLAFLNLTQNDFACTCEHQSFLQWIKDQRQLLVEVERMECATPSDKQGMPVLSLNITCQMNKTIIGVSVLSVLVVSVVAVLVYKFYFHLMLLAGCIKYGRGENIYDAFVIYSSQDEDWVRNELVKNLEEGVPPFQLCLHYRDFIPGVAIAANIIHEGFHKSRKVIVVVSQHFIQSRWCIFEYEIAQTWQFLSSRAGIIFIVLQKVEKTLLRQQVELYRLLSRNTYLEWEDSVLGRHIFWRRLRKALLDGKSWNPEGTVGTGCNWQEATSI
# Target sequence (Q99836 whole entry, looked up): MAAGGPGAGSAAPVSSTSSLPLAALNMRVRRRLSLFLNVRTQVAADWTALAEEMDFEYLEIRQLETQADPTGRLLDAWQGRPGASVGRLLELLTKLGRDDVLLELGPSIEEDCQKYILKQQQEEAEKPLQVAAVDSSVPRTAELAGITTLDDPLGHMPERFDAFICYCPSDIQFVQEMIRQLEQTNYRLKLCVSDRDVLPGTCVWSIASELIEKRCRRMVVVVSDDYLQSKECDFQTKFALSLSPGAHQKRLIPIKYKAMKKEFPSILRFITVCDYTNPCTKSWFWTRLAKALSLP
# HMGR II inh: blocks class II HMG-CoA reductase of Enterococcus faecalis | purified E. faecalis HMGR, NADPH absorbance 340 nm kinetic | inhibition, % at 10 µM | actives 0.41% (n = 190,000) | AID 1066;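 active = inhibition above a set limit, the median over all tested compounds plus 3 SD, cut at about 9.5% in these data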;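 also: enzyme runs in reverse so mevalonate oxidation gives rising NADPH absorbance; 0% = complete reaction with DMSO and 100% = background rate lacking mevalonate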
# Hsp70 activator: switches on Hsp70 transcription; HeLa Hsp70 promoter luciferase reporter, luminescence; scaled: vehicle 0, proteasome-inhibitor control 100%; activation, % at 10 µM; actives 0.04% (n = 200,000); AID 1203;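 active = activation above the mean across all tested compounds plus 3 SD, cutoff set per campaign, cut at about 5.5% in these data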;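 also: 100% = MG132 at 30 µM as the positive control and 0% = DMSO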
# STAT3 act: increases IL-6 driven STAT3 reporter signal; actives 0.91% (n = 190,000); activation (% of control), % at 5.6 µM; U3A cells, IL-6 STAT3-luciferase reporter, luminescence; 100% = signal with IL-6 EC80 alone;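 active = activation above the screen-wide mean of compound activation plus 3 SD, cut at about 130% in these data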;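 also: 0% = background luminescence of wells with medium and substrate only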
#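 system = STAT3-luciferase reporter U3A cells | reagent = IL-6 stimulus at 33 ng/mL final | timing = 1 h compound pre-exposure, 6 h IL-6 stimulation, 37 °C | measured by = luminescence | evaluation = % activation versus median of IL-6-stimulated wells | control set = IL-6-only wells as 100% reference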
# NF-kB neuron act: compounds increasing NF-kB expression in human neuronal cells | actives 1.6% (n = 190,000) | fold change at 12.5 µM | NF-kB reporter expression; hits give high values | AID 1239; in the data active = fold change above about 3.3
# STAT1 activator: activators of IFN-gamma induced STAT1 signaling. NIH 3T3 STAT1-luciferase reporter, luminescence; 100% = IFN-gamma alone, no compound. activation (% of control), % at 5.5 µM. actives 2.6% (n = 200,000). AID 932;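 active = activation above the screen-wide mean activation plus 3 SD, cut at about 130% in these data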;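 also: raw ratio to IFN-gamma control signal so 100% means no change and 0% no light; values of inactives mirror those of a sister screen read the other way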
# Active calls of the source: *; nt = not tested or not shown. An unsorted share of the library, and some 5.6% of all compounds hit somewhere here.
SMILES,DTT redox prof,STAT1 inh,STAT3 blocker,APP 5'UTR act,TLR4-MyD88 BLA,HMGR II inh,Hsp70 activator,STAT3 act,NF-kB neuron act,STAT1 activator
CCOC(=O)CSc1cc(C(F)(F)F)nc(-c2ccccn2)n1,0.6,6,24,-7,1,-2,0.1,88,1.3,94
CCn1cc(C(=O)N2CCn3c(nc4ccccc43)C2)c(=O)c2ccc(C)nc21,-0.1,2,7,-1,-4,-2,-0.3,101,0.97,98
COCCn1c(SCC(=O)N2CC(=O)Nc3ccccc32)nc2ccccc21,nt,6,-10,-11,-10,4,-0.3,109,0.9,94
COCc1[nH]nc2c1C(c1cccc(OC)c1)C(C#N)=C(N)O2 (configuration not stated),0.3,5,10,8,-1,-5,-0.2,95,1.1,93
CC1CN(C(=O)CSc2ncnc3sccc23)CC(C)O1 (configuration not stated),3.8,0,2,6,-15,-3,-0.3,102,1.3,100
CCOc1ccc(CCNc2ccc3nnc(-c4ccccc4)n3n2)cc1OCC,0.7,-4,-8,-10,4,-2,0.0,107,0.43,103
COc1ccc(C2c3cc(OC)c(OC)cc3CCN2C2CC(=O)N(c3ccccc3)C2=O)cc1OC (configuration not stated),0.3,9,-11,-4,-15,3,-0.2,109,1.1,93
CCC(=O)N1CN(S(=O)(=O)c2ccc(C)cc2)CC1C (configuration not stated),-3.5,6,-3,10,4,0,-0.1,105,1.4,95
Nc1cccn2c(-c3ccc(Cl)c(Cl)c3)cnc12,-0.5,-55,-15,211*,-6,-2,0.2,115,12*,151*
CCCCCOc1ccc(CSC2=NCCN2)cc1[N+](=O)[O-],0.9,-15,-2,-5,-4,3,0.1,104,1.8,114
CC(C)C12CN3CC(C(C)C)(CN(C1)C31C(=O)Nc3ccccc31)C2=O (configuration not stated),-0.9,-10,5,3,13,-4,-0.1,102,0.77,109
Cc1ccc(-c2nc3c(c(=O)[nH]c(=O)n3Cc3ccccc3)n2C)o1,0.4,4,3,-28,-9,5,-0.1,105,1.3,96
Cc1ccc(C(=O)OCC(=O)Nc2ccccc2N2CCOCC2)cc1,-0.1,-1,-4,2,-3,5,-0.4,104,1.4,89
O=C(O)COc1ccccc1/C=N/NC(=O)c1cc(-c2ccc(F)cc2)nc2ccccc12,0.3,0,11,24,-12,-5,0.2,97,0.93,99
CCCCNC(=S)N(C)/N=C/c1sc(N2CCCCC2)nc1-c1cccs1,2.2,0,-1,11,1,0,-0.1,103,1.1,100

# Next part, starting with the last 4 of the part before.
SMILES,DTT redox prof,STAT1 inh,STAT3 blocker,APP 5'UTR act,TLR4-MyD88 BLA,HMGR II inh,Hsp70 activator,STAT3 act,NF-kB neuron act,STAT1 activator
Cc1ccc(-c2nc3c(c(=O)[nH]c(=O)n3Cc3ccccc3)n2C)o1,0.4,4,3,-28,-9,5,-0.1,105,1.3,96
Cc1ccc(C(=O)OCC(=O)Nc2ccccc2N2CCOCC2)cc1,-0.1,-1,-4,2,-3,5,-0.4,104,1.4,89
O=C(O)COc1ccccc1/C=N/NC(=O)c1cc(-c2ccc(F)cc2)nc2ccccc12,0.3,0,11,24,-12,-5,0.2,97,0.93,99
CCCCNC(=S)N(C)/N=C/c1sc(N2CCCCC2)nc1-c1cccs1,2.2,0,-1,11,1,0,-0.1,103,1.1,100
COc1ccc(C2N=C(c3ccccc3)C(C)(C)N2O)cc1OC (configuration not stated),-1.4,6,20,-10,4,-4,-0.3,88,0.49,95
Cc1csc2nc(CNS(=O)(=O)c3ccc(-c4ccccc4)cc3)cn12,-0.4,10,11,10,0,2,-0.3,92,0.86,92
Cc1cc(NC(=O)C2CCCN(S(=O)(=O)c3cnc[nH]3)C2)ccc1Br (configuration not stated),-1.1,0,10,-3,-2,0,-0.4,96,0.97,100
COc1ccc(N2CCN(C(=O)c3cccc(Cn4cc(Cl)cn4)c3)CC2)cc1,3.5,-1,2,2,-9,1,-0.3,102,0.8,101
CCc1cc2cc3c(cc2nc1SCC(=O)Nc1cc(OC)c(OC)cc1C(=O)O)OCO3,-0.3,-8,0,10,7,-2,-0.4,101,1.2,106
O=C(Nc1cccc2[nH]ncc12)c1ccc(F)cc1,1.0,10,11,-9,-2,-1,-0.1,100,1.1,91
CC(=O)c1cc2c(cc1NC(=O)CCC1CCCC1)OCO2,0.2,0,31,-1,17,-8,0.0,75,1.1,100
C/C(=N\Nc1ncc(Cl)cc1Cl)c1ccc2c(c1)OCO2,0.3,-22,22,7,-13,-8,0.1,85,1.4,119
CC1CCc2nn(CC(=O)NC3CCCC(C)C3C)cc2C1 (configuration not stated),-2.6,2,0,10,-1,-5,-0.2,100,1.1,99
Cn1c(=O)[nH]c(=O)c2c1nc(N1CCOCC1)n2CCSc1ncccn1,0.2,-3,-14,1,-1,nt,-0.2,114,nt,101
Cc1ccc(C(=O)N2CCN(c3ccccc3)CC2)cc1S(=O)(=O)N1CCCC1,0.1,11,17,37,-14,-2,-0.3,91,0.84,88
CC(=O)c1cccc(NC(=S)NC2CCCCC2)c1,-0.1,6,9,11,-14,6,-0.2,91,1.2,95
CON/C=N/C(=S)Nc1ncc(C(F)(F)F)cc1Cl,0.0,1,3,15,5,-2,-0.3,101,1.2,96
c1ccc(CNc2nc(N3CCOCC3)nc(N3CCOCC3)n2)cc1,0.3,-1,8,22,5,3,-0.1,96,1.1,99
COC(=O)c1ccccc1-n1cccc1C(=O)NP(=O)(N1CCOCC1)N1CCOCC1,0.5,-5,-1,-28,6,-6,-0.3,103,1.1,105

# Compound profiles, from the list above.
# `CC1CCc2nn(CC(=O)NC3CCCC(C)C3C)cc2C1` (configuration not stated) as listed: DTT redox prof: -2.6; STAT1 inh: 2; STAT3 blocker: 0; APP 5'UTR act: 10; TLR4-MyD88 BLA: -1; HMGR II inh: -5; Hsp70 activator: -0.2; STAT3 act: 100; NF-kB neuron act: 1.1; STAT1 activator: 99
# `COCc1[nH]nc2c1C(c1cccc(OC)c1)C(C#N)=C(N)O2` (configuration not stated) as listed: DTT redox prof: 0.3; STAT1 inh: 5; STAT3 blocker: 10; APP 5'UTR act: 8; TLR4-MyD88 BLA: -1; HMGR II inh: -5; Hsp70 activator: -0.2; STAT3 act: 95; NF-kB neuron act: 1.1; STAT1 activator: 93

# Following part:
SMILES,DTT redox prof,STAT1 inh,STAT3 blocker,APP 5'UTR act,TLR4-MyD88 BLA,HMGR II inh,Hsp70 activator,STAT3 act,NF-kB neuron act,STAT1 activator
Cc1ccc(NC2=NC3(CCCC3)N=C(N)N2)c(C)c1,0.2,-3,10,14,-1,-4,0.5,96,1,100
COCCNC(=O)C(C)Oc1ccccc1 (configuration not stated),-0.2,-7,3,9,-15,-1,-0.4,106,1.3,104
COc1ccccc1NC(=O)COC(=O)c1cnccn1,-0.8,0,10,11,-3,-1,-0.2,93,0.9,100
CC1=NN(/C(=N\c2nnc(C)s2)Nc2ccccc2)[C@H](c2cccc3ccccc23)S1,0.9,1,-9,6,6,-1,-0.1,109,0.97,99
CN(CCOc1ccc(Cl)cc1)c1ccc(S(=O)(=O)N2CCCCC2)cn1,1.5,-4,7,3,3,0,-0.2,99,0.83,103
COc1cccc(C2(c3cccc(OC)c3)CC2C(=O)Nc2ccccc2Cl)c1 (configuration not stated),0.5,1,-10,-3,-3,-2,-0.1,107,1,99
N#Cc1ccc2ccn(CC(=O)NCc3ccco3)c2c1,0.0,-3,3,7,-7,-3,-0.3,97,1.1,104
Cc1cc(Cl)c(OCCCN2CCCCC2)c(Br)c1,-0.2,-6,11,-7,-1,0,-0.1,98,0.98,105
O=C1Nc2ccc(S(=O)(=O)NCc3ccco3)c3cccc1c23,-0.4,17,-2,10,-8,nt,1.5,101,nt,85
CC1(C(=O)Nc2ccc3ccccc3c2)CC1(Br)Br (configuration not stated),0.3,-7,-32,18,9,-4,-0.1,130,1.4,108
Cc1ccc(NC(=O)c2ccccc2-c2ccccc2C(=O)O)cc1C,-0.2,-11,15,0,9,-5,0.0,92,1.2,106
O=C(NC(=S)Nc1ccc(N2CCOCC2)cc1)c1ccccc1,-0.9,-18,13,43,-16,-4,0.0,93,nt,114
COc1ccc(CCNC(=O)CC2SC(N)=NC2=O)cc1OC (configuration not stated),-0.2,3,7,-8,13,1,-0.4,95,1.1,96
Cc1ccc(C(=O)CSc2nnc(COc3ccccc3)o2)cc1,12,3,1,15,2,-3,-0.3,101,1.1,98
O=C(CCc1nc2ccccc2s1)OCC(=O)c1ccc[nH]1,-0.2,-1,8,13,-6,1,-0.1,98,1.1,100
Cc1cccc(C)c1NC(=O)C1(NC(=O)c2cnccn2)CCCCC1,-1.3,nt,nt,4,nt,-7,nt,nt,1.1,nt
N#Cc1c(NC(=O)CSc2n[nH]c(Cc3ccccc3)n2)oc(-c2ccccc2)c1-c1ccccc1,0.0,9,4,58,3,-6,-0.6,99,0.96,92
O=C(O)CN1CCN(Cc2ccc(Cl)cc2)C1=O,-0.6,0,11,-4,-2,1,-0.3,94,1.4,100
Cc1ccccc1-c1nc(S(=O)(=O)c2ccc(Br)cc2)c(NCc2cccnc2)o1,-3.0,5,4,15,-10,-1,0.0,98,0.75,96
COc1ccc(C2=NOC(C(=O)Nc3cc(C)nn3-c3ccccc3)C2)cc1OC (configuration not stated),-1.6,9,4,0,6,-7,-0.3,101,0.7,92
Cc1ccc(C)c(/C(O)=C2\C(=O)C(=O)N(CCCn3ccnc3)C2c2ccncc2)c1 (configuration not stated),-0.7,0,-4,5,-1,nt,-0.4,106,0.71,100
Cc1ccc(N(CC(=O)N2CCn3c2nc2ccccc23)S(=O)(=O)c2c(C)n[nH]c2C)cc1,1.2,-4,-14,16,6,0,-0.2,114,1,104
O=C(Nc1ccc2nc3n(c(=O)c2c1)CCCC3)c1cccc([N+](=O)[O-])c1,0.7,-12,9,12,-4,-4,-0.2,94,0.99,110
NC(=O)[C@@H]1CCCN1Cc1nc(-c2ccccc2)no1,-0.5,-7,10,1,-4,0,-0.1,95,0.95,105

# Four entries out of the list above, sorted by the number in APP 5'UTR act, rising.
SMILES	DTT redox prof	STAT1 inh	APP 5'UTR act	TLR4-MyD88 BLA	HMGR II inh	Hsp70 activator	STAT3 act	NF-kB neuron act	STAT1 activator
Cc1cc(NC(=O)C2CCCN(S(=O)(=O)c3cnc[nH]3)C2)ccc1Br (configuration not stated)	-1.1	0	-3	-2	0	-0.4	96	0.97	100
Cc1ccc(C(=O)OCC(=O)Nc2ccccc2N2CCOCC2)cc1	-0.1	-1	2	-3	5	-0.4	104	1.4	89
CC1=NN(/C(=N\c2nnc(C)s2)Nc2ccccc2)[C@H](c2cccc3ccccc23)S1	0.9	1	6	6	-1	-0.1	109	0.97	99
O=C1Nc2ccc(S(=O)(=O)NCc3ccco3)c3cccc1c23	-0.4	17	10	-8	nt	1.5	101	nt	85
